Bioassay records (PubChem)
U2OS ROS induce = cancer cell ROS induction; U2OS ROS induction, H2DCF-DA fluorescence; ROS induction (% of piperlongumine), % at 10 µM; 46,000 tested, 2% active; in the data active = ROS induction above about 79%, passing the limit was not always enough; inconclusive = no clear call, values can overlap the other calls;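 also: 0% = DMSO vehicle median and 100% = reference compound median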
An asterisk follows results filed as active; & = joins results of further samples. This is a subset; rates above refer to the full screens.

What do the screens show for `Cc1ccc(S(=O)(=O)N(C)C[C@H]2Oc3ccc(NC(=O)C4CCCCC4)cc3CC(=O)N([C@H](C)CO)C[C@H]2C)cc1`?
U2OS ROS induce: 5

Results for COc1ccccc1NC(=O)CCN1C(=O)C2C3CCC(C3)C2C1=O (configuration not stated) ?
U2OS ROS induce: -8

What do the screens show for `Cc1noc(C)c1NC(=O)Nc1cccc2c1O[C@@H](CN(C)Cc1ccc(-c3ccccc3)cc1)[C@H](C)CN([C@@H](C)CO)C2=O`?
U2OS ROS induce: 10

Results for C[C@@H]1CN([C@H](C)CO)C(=O)CCCn2nncc2CO[C@@H]1CN(C)C(=O)Nc1cccc(F)c1 ?
U2OS ROS induce: -27

Results for C[C@@H]1CN([C@@H](C)CO)C(=O)Cc2cc(N(C)C)ccc2O[C@@H]1CN(C)S(=O)(=O)c1ccccc1 ?
U2OS ROS induce: -1

What do the screens show for `O=C1O[C@H](c2ccccc2)[C@H](c2ccccc2)N2[C@H]1[C@@H](C(=O)N1CCN(c3ncccn3)CC1)[C@]1(C(=O)Nc3ccccc31)[C@H]2c1ccc(OCCO)cc1`?
U2OS ROS induce: 70

Results for C[C@@H]1CN([C@H](C)CO)C(=O)c2cccc(NC(=O)C3CCOCC3)c2O[C@H]1CN(C)C(=O)Nc1ccc(F)cc1 ?
U2OS ROS induce: -3

How did C=CC[C@@]1(C(=O)N2CCOCC2)N=C(c2ccc(OCCCO)cc2)O[C@@H]1c1ccccc1 do in these assays?
U2OS ROS induce: 33

What do the screens show for `Cc1noc(C)c1NC(=O)Nc1cccc2c1O[C@@H](CN(C)C(=O)Nc1ccc(C(F)(F)F)cc1)[C@H](C)CN([C@H](C)CO)C2=O`?
U2OS ROS induce: -11

How did CCC(C(=O)N1CCN(c2cc(C)ccc2C)CC1)n1sc2ccccc2c1=O (configuration not stated) do in these assays?
U2OS ROS induce: -6

Results for COCCOC(=O)N1C(=O)[C@@]2(c3ccccc31)[C@H](c1ccc(O)cc1)N1[C@H](c3ccccc3)[C@H](c3ccccc3)OC(=O)[C@H]1[C@@H]2C(N)=O ?
U2OS ROS induce: 1

What do the screens show for `CCCn1c(=O)cc(N)n(-c2ccc(Cl)cc2)c1=O`?
U2OS ROS induce: -3

Ordered by heavy-atom count (low to high): some entries from above.
What do the screens show for `CCCn1c(=O)cc(N)n(-c2ccc(Cl)cc2)c1=O`?
U2OS ROS induce: -3

Results for C[C@@H]1CN([C@H](C)CO)C(=O)c2cccc(NC(=O)C3CCOCC3)c2O[C@H]1CN(C)C(=O)Nc1ccc(F)cc1 ?
U2OS ROS induce: -3

What do the screens show for `O=C1O[C@H](c2ccccc2)[C@H](c2ccccc2)N2[C@H]1[C@@H](C(=O)N1CCN(c3ncccn3)CC1)[C@]1(C(=O)Nc3ccccc31)[C@H]2c1ccc(OCCO)cc1`?
U2OS ROS induce: 70

Compounds from the list above containing a carbonyl joined to an NH by a bond outside any ring, in the order listed:
What do the screens show for `Cc1ccc(S(=O)(=O)N(C)C[C@H]2Oc3ccc(NC(=O)C4CCCCC4)cc3CC(=O)N([C@H](C)CO)C[C@H]2C)cc1`?
U2OS ROS induce: 5

Results for COc1ccccc1NC(=O)CCN1C(=O)C2C3CCC(C3)C2C1=O (configuration not stated) ?
U2OS ROS induce: -8

What do the screens show for `Cc1noc(C)c1NC(=O)Nc1cccc2c1O[C@@H](CN(C)Cc1ccc(-c3ccccc3)cc1)[C@H](C)CN([C@@H](C)CO)C2=O`?
U2OS ROS induce: 10

Results for C[C@@H]1CN([C@H](C)CO)C(=O)CCCn2nncc2CO[C@@H]1CN(C)C(=O)Nc1cccc(F)c1 ?
U2OS ROS induce: -27

Results for C[C@@H]1CN([C@H](C)CO)C(=O)c2cccc(NC(=O)C3CCOCC3)c2O[C@H]1CN(C)C(=O)Nc1ccc(F)cc1 ?
U2OS ROS induce: -3

What do the screens show for `Cc1noc(C)c1NC(=O)Nc1cccc2c1O[C@@H](CN(C)C(=O)Nc1ccc(C(F)(F)F)cc1)[C@H](C)CN([C@H](C)CO)C2=O`?
U2OS ROS induce: -11

Results for COCCOC(=O)N1C(=O)[C@@]2(c3ccccc31)[C@H](c1ccc(O)cc1)N1[C@H](c3ccccc3)[C@H](c3ccccc3)OC(=O)[C@H]1[C@@H]2C(N)=O ?
U2OS ROS induce: 1

Later entries:
Results for CC(C)=CCC/C(C)=C/CCC1(C)Oc2c(c(O)cc3c2CN(C(CCC(=O)O)C(=O)O)C3=O)CC1O (configuration not stated) ?
U2OS ROS induce: -4

How did Cc1cc(-c2onc(C)c2C(N)=O)no1 do in these assays?
U2OS ROS induce: -17

Results for CN1CCN(C(=S)SCC(=O)Nc2nc(=O)c3ccccc3s2)CC1 ?
U2OS ROS induce: -13

Results for C[C@@H]1CN([C@H](C)CO)C(=O)c2cccc(N(C)C)c2O[C@@H]1CN(C)C(=O)Nc1ccc(C(F)(F)F)cc1 ?
U2OS ROS induce: -6

Results for CCCC(=O)CC(c1ccccc1)C1C(=O)c2ccccc2C1=O (configuration not stated) ?
U2OS ROS induce: 9

How did CSC1=NN(C)c2cnn(C)c(=O)c2S1 do in these assays?
U2OS ROS induce: -12

How did C[C@@H]1CN([C@H](C)CO)C(=O)c2cc(NC(=O)CCCN(C)C)ccc2O[C@@H]1CN(C)C(=O)Nc1ccccc1 do in these assays?
U2OS ROS induce: 0

Results for CCC1(C)Cc2nc3nc(SCC(=O)c4ccccc4)n(Cc4ccccc4)c(=O)c3cc2CO1 (configuration not stated) ?
U2OS ROS induce: 37

What do the screens show for `C[C@H]1CN([C@@H](C)CO)C(=O)c2cccc(NS(=O)(=O)c3cn(C)cn3)c2O[C@H]1CN(C)Cc1ccc(Cl)c(Cl)c1`?
U2OS ROS induce: 5

What do the screens show for `C[C@@H]1CN([C@H](C)CO)C(=O)Cc2cc(NC(=O)C3CCCCC3)ccc2O[C@@H]1CN(C)C(=O)Nc1ccc2c(c1)OCO2`?
U2OS ROS induce: -7

What do the screens show for `COc1ccc(S(=O)(=O)Nc2ccc3c(c2)CC(=O)N([C@@H](C)CO)C[C@@H](C)[C@@H](CN(C)S(=O)(=O)c2cccs2)O3)cc1`?
U2OS ROS induce: 11

Results for CCOC(=O)Oc1c(OC)cc(C(=O)O[C@@H]2C[C@@H]3CN4CCc5c([nH]c6cc(OC)ccc56)[C@H]4C[C@@H]3[C@H](C(=O)OC)[C@H]2OC)cc1OC ?
U2OS ROS induce: 53

Results for CCn1cnc2cc(NCc3nc4ccccc4n3C)ccc21 ?
U2OS ROS induce: 15

How did O/N=C/c1ccnc(SCc2ccc(Cl)cc2)n1 do in these assays?
U2OS ROS induce: -17

Results for COc1ccc2cc(Br)ccc2c1CC(=O)Nc1cccnc1 ?
U2OS ROS induce: -4

Results for CCOC(=O)NC(=S)Nc1ccc(F)cc1 ?
U2OS ROS induce: -1

How did Cc1cc(Oc2nc3cc(Cl)ccc3s2)c2cc(Cl)ccc2n1 do in these assays?
U2OS ROS induce: -9

How did CC12CCC(c3nnc(SCC(=O)Nc4cccc(C(F)(F)F)c4)nc31)C2(C)C (configuration not stated) do in these assays?
U2OS ROS induce: -7

Results for CCOC(=O)C(Sc1cc(C)nc(N)n1)C(C)=O (configuration not stated) ?
U2OS ROS induce: -14

How did COc1ccc(CN(C)C[C@@H]2Oc3ccc(NC(=O)CCN4CCOCC4)cc3C(=O)N([C@H](C)CO)C[C@H]2C)cc1 do in these assays?
U2OS ROS induce: -12

How did C[C@@H]1CN([C@H](C)CO)C(=O)c2cc(NC(=O)CCCN(C)C)ccc2O[C@@H]1CN(C)C(=O)Nc1cccc2ccccc12 do in these assays?
U2OS ROS induce: 6

How did FC(F)(F)c1ccc(C2=NCCc3sccc32)cc1 do in these assays?
U2OS ROS induce: 0

How did C[C@@H]1CN([C@H](C)CO)C(=O)c2cc(NC(=O)C3CCCCC3)ccc2O[C@H]1CN(C)C(=O)Nc1ccc(C(F)(F)F)cc1 do in these assays?
U2OS ROS induce: 42

Results for COc1ccc(CCNC(=O)Cn2ccc3ccccc3c2=O)cc1OC ?
U2OS ROS induce: -15

What do the screens show for `Cc1ccc(CS(=O)(=O)Cc2ccc(C(=O)N3CCc4ccccc4C3)o2)cc1`?
U2OS ROS induce: -8

What do the screens show for `COc1ccc(NC(=O)Nc2ccc3c(c2)C(=O)N([C@H](C)CO)C[C@H](C)[C@@H](CN(C)Cc2ccncc2)O3)cc1`?
U2OS ROS induce: -6

What do the screens show for `O=C1C2C3C=CC(C3)C2C(=O)N1Cc1ccccc1Cl` (configuration not stated)?
U2OS ROS induce: -4

What do the screens show for `CN1CCN(CCCn2c(-c3ccccc3)cn3c4ccccc4nc23)CC1`?
U2OS ROS induce: 13

Results for CCC(C)C(=O)N1CCN(c2cccc(Cl)c2)CC1 (configuration not stated) ?
U2OS ROS induce: -10

Results for CC(C)NC(=O)Nc1ccc2c(c1)C(=O)N([C@@H](C)CO)C[C@@H](C)[C@@H](CN(C)C(=O)Nc1ccc(C(F)(F)F)cc1)O2 ?
U2OS ROS induce: 18

Results for COc1ccc(CCN(C)CCCC(C#N)(c2ccc(OC)c(OC)c2)C(C)C)cc1OC (configuration not stated) ?
U2OS ROS induce: 48&13

How did Cc1ccc(NC(=O)COc2ccccc2)c(NC(=O)c2ccccc2C)c1 do in these assays?
U2OS ROS induce: -5

How did Cc1cc(C(=O)Nc2cccc3c2O[C@H](CN(C)S(=O)(=O)c2cn(C)cn2)[C@H](C)CN([C@H](C)CO)C3=O)n(C)n1 do in these assays?
U2OS ROS induce: 36

Results for O=C1NC(Cc2c[nH]c3ccccc23)C(=O)N2CCCC12 (configuration not stated) ?
U2OS ROS induce: -10

How did C[C@@H]1CCCCO[C@@H](CN(C)Cc2ccc(C(=O)Nc3ccccc3N)cc2)[C@@H](C)CN([C@H](C)CO)C(=O)c2cc(NC(=O)C3CCCCC3)ccc2O1 do in these assays?
U2OS ROS induce: 35

What do the screens show for `O=C1c2ccccc2C(=O)N1CC(=O)N1c2ccccc2Sc2ccccc21`?
U2OS ROS induce: 15

How did c1nc(NCC2CCCO2)c2sc3nc(N4CCCCC4)c4c(c3c2n1)CCCC4 (configuration not stated) do in these assays?
U2OS ROS induce: 15

What do the screens show for `COC(=O)Cn1cnc2c(nnn2Cc2ccc(Cl)cc2)c1=O`?
U2OS ROS induce: 6

Results for CC(C)(C)c1nnc(-c2cccc(NS(=O)(=O)c3ccc(-c4ccon4)s3)c2)o1 ?
U2OS ROS induce: 2

What do the screens show for `C[C@@H]1CN([C@H](C)CO)C(=O)CCCn2nncc2CO[C@@H]1CN(C)Cc1ccc2c(c1)OCO2`?
U2OS ROS induce: -15

What do the screens show for `COc1ccc(NC(=O)Nc2ccc3c(c2)CC(=O)N([C@@H](C)CO)C[C@@H](C)[C@@H](CN(C)S(C)(=O)=O)O3)cc1`?
U2OS ROS induce: 3

How did C[C@H]1CN([C@@H](C)CO)C(=O)c2cccc(NC(=O)c3nc4ccccc4s3)c2O[C@@H]1CN(C)CC1CC1 do in these assays?
U2OS ROS induce: 0

How did COc1ccccc1CCNC(=O)c1cnn2c(C(F)F)cc(C)nc12 do in these assays?
U2OS ROS induce: inconclusive

What do the screens show for `Cc1nc(=O)c(-c2ccccc2)c(C)n1-c1ccc(C(=O)O)cc1`?
U2OS ROS induce: 5

Results for COc1ccc(NC(=O)Nc2cccc3c2O[C@H](CN(C)S(=O)(=O)c2cn(C)cn2)[C@H](C)CN([C@@H](C)CO)C3=O)cc1 ?
U2OS ROS induce: -9

What do the screens show for `O=C(CSc1ccc2ccccc2n1)c1ccc2c(c1)OCCO2`?
U2OS ROS induce: -16

What do the screens show for `CCc1cc(C)cc(OCC(O)Cn2cnc3ccccc32)c1` (configuration not stated)?
U2OS ROS induce: 10

How did O=C(NC1=C(C(=O)c2ccccc2)N(Cc2ccccc2)S(=O)(=O)c2ccccc21)c1ccccc1 do in these assays?
U2OS ROS induce: 24

Results for Cc1c(O)ccc(-c2[nH]ncc2-c2nncn2-c2ccccc2)c1O ?
U2OS ROS induce: -13

What do the screens show for `Cc1nc(C)c(Oc2ccc(Cl)cc2Cl)c(N2CCCCC2)n1`?
U2OS ROS induce: 15

Results for COc1ccc(-n2ccc3ccccc32)cc1 ?
U2OS ROS induce: -1

How did O=C1Cc2ccc(F)cc2CC1C1=Cc2ccc(F)cc2CC1 (configuration not stated) do in these assays?
U2OS ROS induce: 8

How did CC(=O)O[C@@H]1[C@@H](O)[C@H](C)O[C@@H](O[C@H]2[C@@H]3C=CO[C@@H](O[C@@H]4O[C@H](CO)[C@@H](O)[C@H](O)[C@H]4O)[C@@H]3[C@@]3(CO)O[C@@H]23)[C@@H]1OC(=O)/C=C/c1ccccc1 do in these assays?
U2OS ROS induce: -9

What do the screens show for `Cc1cc(C)c2c(c1)/C(=c1/sc3n(c1=O)CN(c1cccc(Br)c1)CN=3)C(=O)N2`?
U2OS ROS induce: -3

Results for C[C@H]1CN([C@@H](C)CO)C(=O)Cc2cc(NC(=O)C3CCCCC3)ccc2O[C@H]1CN(C)Cc1ccc(C(F)(F)F)cc1 ?
U2OS ROS induce: -2

Results for COc1cc(/C=C/CO)ccc1OC/C=C(\C)CCC=C(C)C ?
U2OS ROS induce: -2

What do the screens show for `Cc1nc(SCc2cccc(C(=O)O)c2)nc2c1CCCC2`?
U2OS ROS induce: 29

What do the screens show for `Cc1noc(C)c1S(=O)(=O)Nc1cccc2c1O[C@H](CN(C)C(=O)NC1CCCCC1)[C@H](C)CN([C@@H](C)CO)C2=O`?
U2OS ROS induce: -12

How did C[C@H]1CN([C@@H](C)CO)C(=O)c2cc(NC(=O)NC3CCCCC3)ccc2O[C@H]1CN(C)Cc1ccccc1 do in these assays?
U2OS ROS induce: -12

Results for COc1cccc(CN(C)C[C@@H]2OCc3cn(nn3)CCCC(=O)N([C@H](C)CO)C[C@@H]2C)c1 ?
U2OS ROS induce: -3

What do the screens show for `Cc1ccc(NC(=O)CSCC(N)=O)cc1C`?
U2OS ROS induce: -11

Results for C[C@H]1CN([C@@H](C)CO)C(=O)c2cccc(NS(=O)(=O)c3cccs3)c2O[C@@H]1CN(C)Cc1ccc(C(F)(F)F)cc1 ?
U2OS ROS induce: inconclusive

How did C[C@@H]1CCCCO[C@H](CN(C)C(=O)Cc2ccccc2)[C@@H](C)CN([C@H](C)CO)C(=O)c2cc(NC(=O)c3ccncc3)ccc2O1 do in these assays?
U2OS ROS induce: 4
